PhoP GFP inhibition – PhoP regulon inhibitors, Salmonella typhi PhoP promoter GFP reporter, confirmatory (AID 1850); Salmonella Typhi PhoP-promoter GFP reporter, fluorescence, 4 h; higher % means a stronger effect; 310,000 tested, 0.33% active; one-dose inhibition, % at 50 µM; IC50 in µM for titrated hits; in the data active = a potency from the dose series; inconclusive = inhibition mostly from about 25% at the one dose, without a potency; inactive = the rest, 99 in 100 with inhibition below about 19%;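 note: 0% = induced wells with vehicle and 100% = uninduced wells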
tuberculosis growth – growth inhibition of non-replicating M. tuberculosis (AID 488890). Mycobacterium tuberculosis non-replicating, growth inhibition; higher % means a stronger effect. inhibition, % at 25 µM; hits with a dose series show IC50 in µM. 320,000 tested, 0.39% active; in the data active = a potency from the dose series; inconclusive = inhibition mostly from about 82% at the one dose, without a potency; inactive = the rest, 99 in 100 with inhibition below about 76%;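 note: plate controls were DMSO cells for no effect and high antibiotic wells for full effect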
influenza NS1A – H1N1 influenza NS1A inhibitors, functional cell based assay (AID 504329). inhibition, % at 12.5 µM, or IC50 in µM where a hit was titrated. NS1A functional cell-based assay, percent inhibition; higher % means a stronger effect. 340,000 tested, 0.3% active; in the data active = a potency from the dose series; inconclusive = inhibition above about 27% without an active follow-up result; note: strong numbers were not always called active
inhibitors of VEEV – inhibitors of VEEV TC-83 cytopathic effect, confirmation, Vero cells (AID 588727); Vero cells, VEEV TC-83 cytopathic effect inhibition; higher % means a stronger effect; inhibition, % at 20 µM, or IC50 in µM where a hit was titrated; 350,000 tested, 0.13% active; in the data active = a potency from the dose series; inconclusive = inhibition mostly from about 14% at the one dose, without a potency; inactive = the rest, 99 in 100 with inhibition below about 12%; note: strong numbers were not always called active
M. tuberculosis HTS – M. tuberculosis growth inhibition, HTS (AID 449762); M. tuberculosis H37Rv growth inhibition, 7H9 media; higher % means a stronger effect; inhibition, % at 25 µM, or IC50 in µM where a hit was titrated; 330,000 tested, 0.59% active; in the data active = a potency from the dose series; inconclusive = inhibition above about 70% without an active follow-up result;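 note: bacterial growth assessed after seven days of incubation; strong numbers were not always called active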
inhibitors of VEEV 10K pilot screen – also measured in inhibitors of VEEV; calls as there; inhibition, %; measured here: 10K pilot screen inhibition
Numbers without * were called inactive; i = inactive; ? = inconclusive; · = not tested or not shown.

SMILES | PhoP GFP inhibition | tuberculosis growth | influenza NS1A | inhibitors of VEEV | M. tuberculosis HTS | others
COc1ccc(CCN(C(=O)c2ccco2)C(C(=O)NC2CCCC2)c2ccncc2)cc1OC (centres undefined) | -12% | 3% | 1% | 0.1% | 5%
COc1ccccc1NC(=S)N1CCC(c2nc3cc(C)c(C)cc3[nH]2)CC1 | -4% | 2% | 0% | 0.0% | -8%
COc1ccc(CNC(=O)c2cc3c(=O)n4ccccc4nc3n(CC3CCCO3)c2=N)cc1 (centres undefined) | 6% | 0% | 3% | 3.8% | -3%
CCCCN1CCNC[C@@H]1c1ccccc1 | · | -7% | 6% | 5.0% | -10%
COc1cc(NC(=S)NCc2ccco2)c(OC)cc1Cl | -3% | ? | -5% | 0.2% | -4%
CCn1c(SCC(=O)Nc2nc3ccccc3s2)nc2c(c1=O)SC(C)C2 (centres undefined) | -1% | 15% | · | · | 7%
CNC[C@@H]1Oc2ccc(NC(=O)Nc3ccccc3)cc2C(=O)N([C@@H](C)CO)C[C@H]1C | · | -1% | 12% | i | -5%
COc1ccc(/C=C2\C(=O)NCC(=O)N2C)cc1 | 3% | 2% | -8% | i | 7%
O=C(O)c1ccccc1C(=O)NCCc1c(C(=O)O)[nH]c2ccc(F)cc12 | -8% | 1% | 3% | i | 5%
C/C(=N/NC(=O)c1ccc(Br)o1)C(C)C | -5% | 3% | 10% | 0.4% | 3%
Cn1cc(CNC(=O)C2CCC(=O)N(Cc3ccc(Cl)cc3)C2)cn1 (centres undefined) | -32% | 14% | 7% | 0.4% | 2%
O=C(CN1C(=O)/C(=C2\SC(=S)N(CCS(=O)(=O)O)C2=O)c2ccccc21)Nc1cccc(Br)c1 | -2% | -15% | 10% | i | 11%
COc1cccc2c1C(=O)c1c(O)c3c(c(O)c1C2=O)C[C@@](O)(C(=O)CO)C[C@@H]3OC1CC(N)C(O)C(C)O1 (some centres undefined) | · | · | 15% | >25µM* | ·
CC(C)(C)OC(=O)C[C@H]1C/C=C\C[C@@H](CC(=O)NCCO)C(=O)NC[C@H](c2ccccc2)OC1=O | · | -3% | -24% | i | 2%
CC1=CC2=NC(=O)CC(C)(C(=O)N(CC(=O)NC3CCCC3)c3ccccc3F)N2C=C1 (centres undefined) | 3% | -16% | -7% | 1.9% | 1%
COC1CCN(C(=O)C2CCC(=O)N(CCc3cccc(F)c3)C2)CC1 (centres undefined) | 18% | -11% | 6% | i | -6%
CC(=O)c1ccc(N(C(=O)Cc2c[nH]c3ccccc23)C(C(=O)NC2CCCCC2)c2cccs2)cc1 (centres undefined) | -4% | 50% | 5% | i | 35%
CCOc1ccc(OCCCCN(C)C)cc1 | 0% | -2% | -9% | 1.8% | -1% | inhibitors of VEEV 10K pilot screen=0.2
CC1(C)CNC(=O)c2sc(NC(=O)c3ccccc3Cl)nc2C1 | 6% | 16% | 8% | 3.9% | 12%
O=C(C1CC(c2cccc(Br)c2)=NO1)N1CCc2ccccc2C1 (centres undefined) | 0% | 13% | 3% | 3.0% | 6%
CCOc1ccc(NS(=O)(=O)c2cc(NC(=O)c3ccc(C)cc3)ccc2Cl)cc1 | -6% | 15% | -2% | 2.6% | -8%
COc1ccc(NC(=O)Cn2cnc3sc(C)c(S(=O)(=O)N4CCOCC4)c3c2=O)cc1Cl | -17% | 18% | 6% | 0.6% | 8%
O=C(CN(Cc1ccco1)C(=O)c1cc(=O)[nH]c2ccccc12)Nc1ccccc1C(F)(F)F | -3% | 9% | 4% | 2.6% | 0%
O=C(NCC(=O)N1CCCCCCC1)c1ccco1 | · | -11% | -3% | 0.6% | -9%
CCC(C)(C)NC(=O)CN(C(=O)C(=O)Nc1ccc2c(c1)OCCO2)N1CCOCC1 | 6% | -14% | -9% | 0.5% | 1%
Cc1ccc2c(c1)C(c1ccncc1)=NNC(c1cccnc1)=N2 | -5% | 10% | -3% | 1.6% | -8%
O=C(NCCc1ccccc1)C1CCCN1C(=O)Nc1cccc(Cl)c1 (centres undefined) | -1% | -9% | -10% | i | -4%
Cc1ccc(C(=O)OCc2cc(=O)n3ccsc3n2)s1 | · | 13% | 1% | i | 4%
CC/C=C(/NC(C)=O)c1ccccc1 | · | -4% | -4% | 1.0% | -3%
COc1ccc(CNC(=O)c2n[nH]c3ccccc23)cc1OC | 16% | 8% | 1% | 5.8% | -2%
Cc1[nH]cnc1CSCc1ccc(Cl)cc1 | -6% | 4% | -3% | 2.0% | 3%
Cc1cc(C)cc(OCC(=O)Nc2ccc(N3CCCC3)cc2)c1 | -11% | ? | 16% | i | ?
O=C(NCC1OCCc2ccccc21)C1COc2ccccc2O1 (centres undefined) | -7% | 73% | 7% | 0.8% | 8%
CCOC(=O)C(=O)Nc1nnc(SCc2ccc(F)cc2)s1 | -4% | 23% | 2% | 0.8% | -2%
O=C(CCC(=O)NC1CCCCC1)NCc1ccc(F)cc1 | -4% | 17% | -9% | 1.6% | -6%
CN(Cc1cn(C)nc1-c1ccc(Oc2ccccc2)cc1)CC1COCCO1 (centres undefined) | 12% | 13% | -5% | i | 8%
CS(=O)(=O)N(CC(=O)NCCSCc1c(F)cccc1Cl)c1cccc([N+](=O)[O-])c1 | 8% | 8% | -12% | i | -6%
Cc1ccc(C(C)C)c(OCc2nn(CC(=O)c3ccc(OC(F)F)cc3)c3[n+]2CCCCC3)c1 | -2% | ? | 5% | i | ?
CCC1=Nc2cc(C(=O)NCCCN3CCOCC3)ccc2Sc2ccccc21 | -22% | -5% | -1% | 0.5% | -4%
COC(=O)c1ccc(NC(=S)Nc2ccc3ccccc3c2)cc1 | -14% | 78% | -10% | 0.4% | ?
CN(C)c1ccc(C(=S)N2CCCCC2)cc1Br | 5% | 21% | -19% | 0.1% | -2%
CCCCn1c(N)c(N(Cc2ccccc2)C(=O)COc2ccccc2F)c(=O)[nH]c1=O | · | · | -5% | 3.4% | ·
O=C1OCC(CO)(CO)N=C1NNc1ccccc1Cl | 9% | 24% | -2% | 0.1% | 3%
O=C(NCc1ccc2c(c1)OCO2)C1CCN(S(=O)(=O)c2cccc3nsnc23)CC1 | -17% | -15% | 11% | i | -1%
COc1ccc(NC(=O)Nc2ccc3c(c2)CC(=O)N([C@H](C)CO)C[C@H](C)[C@H](CN(C)Cc2ccc(C(=O)O)cc2)O3)cc1 | · | 6% | -1% | 0.5% | -2%
N#Cc1ccc(Oc2nc(C#N)cc(-c3ccccc3)n2)cc1 | -8% | 40% | -3% | 0.7% | 13%
CC(C)(C)NC(=O)C(c1ccc(-c2ccccc2)cc1)N(C[C@H]1CC[C@@H]([C@@H]2CC[C@H](CO)O2)O1)C(=O)c1ccc(C(C)(C)C)cc1 (some centres undefined) | · | · | 9% | i | ·
Cc1sc2nc(N)sc2c1C | 3% | 1% | 5% | 0.9% | 1%

Not a retest: an excerpt of the list.
SMILES | PhoP GFP inhibition | tuberculosis growth | influenza NS1A | inhibitors of VEEV | M. tuberculosis HTS | others
CS(=O)(=O)N(CC(=O)NCCSCc1c(F)cccc1Cl)c1cccc([N+](=O)[O-])c1 | 8% | 8% | -12% | i | -6%
Cc1ccc(C(C)C)c(OCc2nn(CC(=O)c3ccc(OC(F)F)cc3)c3[n+]2CCCCC3)c1 | -2% | ? | 5% | i | ?

Among those listed so far, these have a thiophene ring, fused or not.
SMILES | PhoP GFP inhibition | tuberculosis growth | influenza NS1A | inhibitors of VEEV | M. tuberculosis HTS | others
CC(=O)c1ccc(N(C(=O)Cc2c[nH]c3ccccc23)C(C(=O)NC2CCCCC2)c2cccs2)cc1 (centres undefined) | -4% | 50% | 5% | i | 35%
COc1ccc(NC(=O)Cn2cnc3sc(C)c(S(=O)(=O)N4CCOCC4)c3c2=O)cc1Cl | -17% | 18% | 6% | 0.6% | 8%
Cc1ccc(C(=O)OCc2cc(=O)n3ccsc3n2)s1 | · | 13% | 1% | i | 4%
Cc1sc2nc(N)sc2c1C | 3% | 1% | 5% | 0.9% | 1%

Further structures
SMILES | PhoP GFP inhibition | tuberculosis growth | influenza NS1A | inhibitors of VEEV | M. tuberculosis HTS | others
Cc1[nH]c(=O)[nH]c(=O)c1S(=O)(=O)Nc1ccc(F)cc1F | -5% | -18% | -5% | 0.2% | 7%
COc1ccc(C(=O)OCC(=O)NC(=O)Nc2ccccc2F)c(OC)c1 | · | 8% | -5% | 0.2% | 2%
COc1ccccc1C(=O)NCCC(=O)NCc1cccs1 | 4% | -22% | -4% | 4.2% | -10%
Cc1cccnc1NC(=O)c1ccc2c(c1)OCO2 | 5% | -4% | -10% | 1.3% | 1%
COC(=O)CN(CCc1ccccc1)S(=O)(=O)c1ccc(OC)c(OC)c1 | -16% | 9% | 4% | 3.0% | 0%
CCN1C(Nc2ccccc2)=NC[C@@H]1Cc1ccccc1 | -13% | 8% | -6% | 1.9% | -4%
Cc1[nH]c2ccccc2c1/C=N/n1cnnc1 | 1% | -6% | -3% | 1.4% | -5%
COc1cc(Cl)ccc1OCc1cc(C(=O)NCc2cc(C(C)C)no2)no1 | -9% | 23% | -1% | 5.7% | 2%
O=C(COC(=O)COc1ccccc1F)NCCc1ccc(F)cc1 | · | -4% | -4% | 0.1% | -7%
O=C1CCC(C(=O)N2CCSCC2)CN1CCc1cccc(F)c1 (centres undefined) | -9% | -19% | -2% | 0.4% | -1%
O=C(c1cnn2c(C(F)(F)F)cc(-c3ccc(F)cc3)nc12)N1CCc2ccccc2C1 | 3% | 11% | -16% | 7.4% | 12%
COc1cc(C(=O)NNC(=O)CN2C(=O)NC(C)(c3ccc(C)cc3)C2=O)cc(OC)c1OC (centres undefined) | · | 15% | -9% | 1.6% | -15%

Looked up by structure from the list above (2):
SMILES | PhoP GFP inhibition | tuberculosis growth | influenza NS1A | inhibitors of VEEV | M. tuberculosis HTS | others
Cc1[nH]c(=O)[nH]c(=O)c1S(=O)(=O)Nc1ccc(F)cc1F | -5% | -18% | -5% | 0.2% | 7%
O=C1CCC(C(=O)N2CCSCC2)CN1CCc1cccc(F)c1 (centres undefined) | -9% | -19% | -2% | 0.4% | -1%

The list continues:
SMILES | PhoP GFP inhibition | tuberculosis growth | influenza NS1A | inhibitors of VEEV | M. tuberculosis HTS | others
Cc1cc(Cl)ccc1C(=O)C1CCCN(Cc2ccon2)C1 (centres undefined) | -3% | 21% | -4% | 0.4% | -9%
Cc1ccc(C(=O)Nc2cccc(Oc3ccccc3)c2)o1 | -5% | 52% | -22% | i | 4%
Cc1cccc(NC(=O)CS(=O)(=O)c2cn(C)c3ccccc23)c1C | -1% | -8% | 1% | 7.3% | -6%
O=C(OCc1ccccn1)c1ccc(COc2ccc3ccccc3c2)o1 | 7% | ? | 1% | 4.6% | ?
Cn1c(C(O)C(O)c2ccccc2)nc2ccccc21 (centres undefined) | -9% | 17% | 7% | i | -2%
CNC(=O)NC(=O)C(C)OC(=O)c1oc2ccccc2c1CSc1ccc(Cl)cc1 (centres undefined) | -7% | 44% | 3% | i | 2%
O=C(CC(NC(=O)c1ccccc1)c1ccccc1)Nc1cccc2ccccc12 (centres undefined) | 4% | -13% | -10% | 0.3% | -3%
C=CC[N+](C)(C)CC(=O)OCc1ccccc1 | -1% | -5% | -19% | i | 5%
O=[N+]([O-])c1ccc2nc(-c3ccccc3[N+](=O)[O-])[nH]c2c1 | 3% | 31% | 16% | i | -3%
COc1ccc(NC(C)=O)cc1S(=O)(=O)N1CCN(Cc2cccs2)CC1 | · | -11% | -1% | 0.6% | -7%
CNC(=S)NNC(=O)c1ccc(=O)n(Cc2cccc(C(F)(F)F)c2)c1 | 8% | 3% | · | 7.7% | 4%
Cc1cccc2c(=O)c(C(=O)N3CCCCCC3)c[nH]c12 | -4% | 19% | 2% | 5.1% | 53%
O=C(COC(=O)C1(c2ccc(F)cc2)CCCC1)N1CCc2ccccc21 | -4% | -1% | -1% | i | 1%
Cc1ccc2c(c1)C1C[N+](C)(CC(=O)c3ccccc3)CCC1N2C(=O)c1ccccc1Cl (centres undefined) | · | ? | 3% | 4.6% | 0%
Nc1c(C(=O)O)cnn1-c1ccccc1 | 1% | -18% | -12% | 0.3% | -1%
CN(C(=O)COC(=O)COc1ccccc1Cc1ccccc1)c1ccccc1 | -2% | ? | -1% | 2.0% | 58%
CC(OC(=O)Cc1coc2cc3c(cc12)CCC3)C(=O)NC(N)=O (centres undefined) | 6% | 64% | 0% | 1.5% | 15%
Cc1cc(S(=O)(=O)N2CCCC(N3CCOCC3)C2)c(C)cc1Cl (centres undefined) | -5% | 11% | -4% | 0.4% | -4%
CCOC(=O)C(C)S(=O)(=O)c1ccc(C(F)(F)F)cn1 (centres undefined) | 0% | -2% | -1% | 1.6% | -4%

From PubChem

Rows were taken by chance. Share with any hit: about 1.5%.
